Screening data as filed in PubChem BioAssay.
RGS4 inh: human RGS4 inhibition. Transcreener GDP fluorescence polarization, RGS4-accelerated GTP hydrolysis. AID 504845. Potency, µM (series often up to 114 µM), for the others: top-dose activity change, negative = inhibition, actives largely listed as inhibitors. P49798. 0.039% of 390,000 active; also: % is scaled to controls: 0 for no effect and ±100 for the full control effect; nearly all actives have a fitted effect of over 75% in size; some results filed as inactive show a strong effect at the top dose
Target sequence (P49798 whole entry, looked up): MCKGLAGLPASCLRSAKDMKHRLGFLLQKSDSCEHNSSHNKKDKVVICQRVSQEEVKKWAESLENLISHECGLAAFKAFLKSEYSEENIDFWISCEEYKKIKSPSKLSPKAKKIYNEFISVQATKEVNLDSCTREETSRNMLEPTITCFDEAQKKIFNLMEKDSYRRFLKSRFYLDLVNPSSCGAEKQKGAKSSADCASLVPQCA
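MLSMR compounds (23 nl, pin-transferred) preincubated 10 min at room temperature with a 500nM (2x) first reagent, then RGS4 at 900nM (2x) plus Transcreener GDP mix added; fluorescence polarization (620/688 nm) read before and after 90 min at 30 °C.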
Vif-A3G inh: Vif-A3G binding inhibition; Q9HC16; HeLa A3G-eYFP + Vif (tagged APOBEC3G with the HIV-1 protein that degrades it), YFP fluorescence, overnight; Potency, µM (highest dose often 46.1 µM), for the others: at the top dose activity, negative = active, hits mostly inhibitors; 0.076% of 410,000 active; AID 602310;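 also: % is scaled to controls: 0 for no effect and ±100 for the full control effect; nearly all actives have a fitted effect of over 60% in size; hits raise eYFP signal because A3G escapes Vif-driven loss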
Target sequence (Q9HC16 whole entry, looked up): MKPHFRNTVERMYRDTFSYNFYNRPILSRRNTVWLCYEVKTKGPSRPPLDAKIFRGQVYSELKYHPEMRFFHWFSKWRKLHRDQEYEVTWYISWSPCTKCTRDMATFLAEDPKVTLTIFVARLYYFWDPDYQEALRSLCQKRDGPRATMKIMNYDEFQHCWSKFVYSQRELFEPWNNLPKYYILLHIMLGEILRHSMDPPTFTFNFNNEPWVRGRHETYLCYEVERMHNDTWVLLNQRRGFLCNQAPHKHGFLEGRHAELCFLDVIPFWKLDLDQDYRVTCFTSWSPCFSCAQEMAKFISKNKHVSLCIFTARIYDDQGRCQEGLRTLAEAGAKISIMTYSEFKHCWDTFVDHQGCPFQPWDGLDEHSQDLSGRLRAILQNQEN
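HeLa cells stably expressing Vif and C-terminally eYFP-tagged A3G, seeded overnight at 37 deg C, then exposed to compound by pintool overnight at 37 deg C. Rise in yellow fluorescence (Ex 488/Em 500-530, Acumen) marks blocked Vif-driven A3G degradation.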
Vif-A3F inh: Vif-A3F binding inhibition; HeLa A3F-eYFP + Vif (tagged APOBEC3F with the HIV-1 protein that degrades it), YFP fluorescence increase; Potency, µM (top dose mostly 46.1 µM), without a hit: at the top dose activity, negative = active; 0.2% of 390,000 active; also: % of control where 0% means no effect; nearly all actives have a fitted effect of over 65% in size
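HeLa cells stably expressing A3F-eYFP plus Vif, plated and incubated overnight at 37 deg C, then exposed to compounds overnight at 37 deg C. Blocked degradation read as raised yellow fluorescence (Ex 488/Em 500-530).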
12-LOX inh: inhibitors of human 12S-lipoxygenase ALOX12; P18054; purified 12hLO, xylenol orange hydroperoxide absorbance; Potency, µM (top dose mostly 108 µM), for inactives: top-dose activity change, negative = inhibition, usual class: inhibitors; 1.1% of 580,000 active; AID 1671190; also: % is scaled to controls: 0 for no effect and ±100 for the full control effect
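Purified human 12hLO (150 nM final) in 25 mM Hepes, 0.01% Triton X-100, pH 7.0 was preincubated 15 min at room temperature with compound. Then 40 uM arachidonic acid was added, 30 min. Hydroperoxide was read by Fe-XO absorbance ratio 573/405 nm.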
USP1-UAF1 inh: USP1/UAF1 (human) deubiquitinase inhibition. 0.23% of 390,000 active. O94782. AID 743255. recombinant USP1/UAF1, Ub-Rhodamine cleavage fluorescence. Potency, µM (doses to about 57.1 µM), for the others: at the top dose activity change, negative = inhibition, hits mostly inhibitors; also: % is scaled to controls: 0 for no effect and ±100 for the full control effect; nearly all actives have a fitted effect of over 60% in size; inactives centre near -12
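1 nM enzyme complex + cpd, 15 min RT; start with Ub-Rho 150nM final; kinetic fluorescence ex 480/em 540, 6 reads q60 s. Buffer 50mM HEPES pH 7.8, 0.5mM EDTA, 0.1 mg/ml BSA, 1mM TCEP, 0.01% Tween-20.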
TrxR1 substrate: substrates of rat thioredoxin reductase 1 | purified TrxR1 substrate turnover, NADPH consumption readout | O89049 | Potency, µM (doses to about 114 µM), inactives show at the top dose activity change, negative = substrate turnover | 0.01% of 390,000 active; also: % is scaled to controls: 0 for no effect and ±100 for the full control effect; nearly all actives have a fitted effect of over 50% in size
Target sequence (O89049 whole entry, looked up): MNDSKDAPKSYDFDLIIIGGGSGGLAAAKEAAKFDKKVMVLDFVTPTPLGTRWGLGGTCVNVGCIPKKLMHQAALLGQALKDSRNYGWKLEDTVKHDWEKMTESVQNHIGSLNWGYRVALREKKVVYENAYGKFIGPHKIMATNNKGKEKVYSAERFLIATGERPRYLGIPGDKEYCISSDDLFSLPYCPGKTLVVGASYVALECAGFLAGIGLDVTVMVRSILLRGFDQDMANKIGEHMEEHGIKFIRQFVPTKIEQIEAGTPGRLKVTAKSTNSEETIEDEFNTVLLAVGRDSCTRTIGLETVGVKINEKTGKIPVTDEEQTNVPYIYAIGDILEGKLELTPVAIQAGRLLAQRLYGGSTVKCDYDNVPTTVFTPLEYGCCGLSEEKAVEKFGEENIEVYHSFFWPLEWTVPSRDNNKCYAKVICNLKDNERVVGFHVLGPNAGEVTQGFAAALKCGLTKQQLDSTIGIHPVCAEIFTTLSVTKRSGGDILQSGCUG
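Rat TrxR1, dispensed at 90 nM, was prereduced with 400 uM NADPH (final) for 5 min at ~22 deg C, then incubated with compound 15 min before 400 uM selenite. A first-read NADPH fluorescence drop versus no-compound background flagged substrates.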
RXFP1 ag: activates the human relaxin receptor RXFP1. HEK293T-RXFP1 cAMP TR-FRET, 30 min; response scale: percent of porcine relaxin response, buffer zero. 0.3% of 370,000 active. Potency, µM (titrated, usually from 57.5 µM), inactives show at the highest dose activation, usual class: activators; also: % is scaled to controls: 0 for no effect and ±100 for the full control effect; nearly all actives have a fitted effect of over 60% in size; many of its hits are not listed in these tables
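HEK293 cells stably expressing RXFP1, treated 30 min at 37C with compounds plus PDE4 inhibitor Ro 20174; cAMP measured by HTRF TR-FRET. Normalized to buffer and 29 nM porcine relaxin; EC50 by Hill fit.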
IDH1 R132H inh: inhibitors of human mutant IDH1 R132H. IDH1-R132H enzyme, NADPH consumption, diaphorase/resazurin fluorescence. Potency, µM (doses to about 76.6 µM), for the others: at the highest dose activity change, negative = inhibition, usual class: inhibitors. O75874. 0.093% of 390,000 active; also: % is scaled to controls: 0 for no effect and ±100 for the full control effect; nearly all actives have a fitted effect of over 65% in size
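IDH1-R132H (0.5 ug/mL dispensed) in pH 7.5 Tris buffer was preincubated 30 min with compound, then given a substrate mix of 0.016 mM NADPH and 2 mM alpha-KG for 80 min at room temperature; remaining NADPH was read by diaphorase/resazurin fluorescence.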
TrxR1 inh: inhibitors of rat thioredoxin reductase 1 | recombinant rTrxR1, NADPH fluorescence consumption, selenite substrate | Potency, µM (doses to about 114 µM), for the others: top-dose activity change, negative = inhibition, most hits filed as inhibitors | 1% of 390,000 active; also: % is scaled to controls: 0 for no effect and ±100 for the full control effect; nearly all actives have a fitted effect of over 65% in size
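Rat TrxR1 (90 nM in the dispensed reagent) was pre-reduced with 400 uM NADPH for 5 min at room temperature, then incubated with compound for 15 min. After 400 uM selenite was added, NADPH fluorescence (Ex 340/Em 450 nm) was followed for 8 min.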
An asterisk follows results filed as active; ? = inconclusive; / = not tested or not shown; [ ] = another dose, or the depositor's remark. Calls follow the shape of the dose curve; as a rule, active = well fitted curve in the direction sought with a large enough effect; inconclusive = small, poorly fitted or top-dose-only effect, or another doubt; inactive = no such curve, though single readings can be large; an effect the other way counts as inactive or inconclusive. Potency is read from the fitted curve at half-maximal effect. An excerpt (hit frequency here may not be typical).

SMILES | RGS4 inh | Vif-A3G inh | Vif-A3F inh | 12-LOX inh | USP1-UAF1 inh | TrxR1 substrate | RXFP1 ag | IDH1 R132H inh | TrxR1 inh
COC(=O)NCC(C)OC(=O)Nc1ccc(Cl)cc1 (stereo not given) | 28% | 2% | -19% | -2% | -13% | -1%[57.1 µM] | -0.7% | -1% | 1%[57.1 µM]
Cc1cccc(NC(=O)CCNS(=O)(=O)c2ccc3c(c2)CCCC(=O)N3)c1C | -13% | 2% | 3% | -15% | -27% | -2% | -1.5% | 1% | 20%
O=C(NC1CCCC1)C(c1ccccc1)N(Cc1cccnc1)C(=O)Cc1cccs1 (stereo not given) | -12% | 0% | 9% | 312%[activator] | -10% | -4%[57.1 µM] | 0.0% | 2% | 9%[57.1 µM]
CC(=O)Nc1ccc2c3c(ccc([N+](=O)[O-])c13)CC2 | / | 0% | -19% | -5% | -17% | / | / | 12% | /
COc1cccc(C2Oc3ccccc3C3CC(c4cccs4)=NN32)c1 (stereo not given) | -23% | -4% | ? | ? | -23% | 1%[57.1 µM] | -2.0% | 5% | -2%[57.1 µM]
COc1ccc(C2CC(=O)c3cc(-c4nc(-c5cccc([N+](=O)[O-])c5)cs4)c(=O)n(-c4ccccc4)c3C2)cc1 (stereo not given) | -3% | 1% | -6% | -21% | 4% | -1% | 0.9% | ? | 19%
NC(=O)N/N=C1\c2ccccc2-c2c(C(N)=O)cccc21 | 35% | -2% | -3% | 0% | -7% | -4% | 0.2% | 22% | 12%
COc1ccc(C(C[N+](=O)[O-])c2c(C)cc3ccccn23)c(OC)c1 (stereo not given) | -39% | ? | -12% | ? | -7% | 9%[57.1 µM] | 1.7% | 4% | -5%[57.1 µM]
COc1ccccc1-n1c(SCC(=O)N2CCCCC2)nc(O)c(Cc2ccccc2)c1=O | 11% | 2% | 8% | 2% | -21% | 2% | 0.3% | -5% | 29%
COc1cc(CN2CCNC(=O)C2CC(=O)O)cc(OC)c1 (stereo not given) | 10% | -4% | 8% | ? | -7% | 7% | -0.5% | 12% | 12%[57.1 µM]
Cc1c(N(C)C(=O)COc2ccc3ccccc3c2)c(=O)n(-c2ccccc2)n1C | -19% | -4% | 8% | -1% | -19% | 6%[57.1 µM] | 0.1% | 6% | 9%[57.1 µM]
O=C(CN1CCCCC1)Nc1nc(-c2ccc(F)c(F)c2)cs1 | -2% | 1% | 12% | 1% | -1% | -5% | 0.9% | 2% | 13%
CCc1nnc(NC(=O)CSc2nnc(C(C)NC(=O)c3ccccc3F)n2C)s1 (stereo not given) | -27% | -3% | -2% | 13% | -17% | -5%[57.1 µM] | 0.0% | -6% | 16%[57.1 µM]
COc1cccc(CNC(=O)Cc2c(C)c3ccc(OC)c(C)c3oc2=O)c1 | ? | -4% | 2% | -24% | -8% | 33%[activator] | 7.4% | -15% | 21%
COc1cccc(C(=O)NNC(=O)CCC(=O)O)c1 | -2%[56.9 µM] | 4% | -9% | 4% | -11% | 9%[57.1 µM] | 0.0% | 6% | 17%[57.1 µM]
CCOC(=O)C(NC(=O)CC)(Nc1ccc(S(N)(=O)=O)cc1)C(F)(F)F (stereo not given) | 37% | 2% | 1% | 0% | -11% | 2% | -1.9% | 4% | 16%
CN1C(=O)N(C)C(c2ccccc2Cl)C2=C1CC(C)(C)CC2=O (stereo not given) | -3% | -3% | -9% | -4% | -19% | 2%[57.1 µM] | 2.6% | 13% | 1%[57.1 µM]
CC(CCc1ccccc1)NC(=O)C(=O)NCCO (stereo not given) | 8% | -6% | -9% | -3% | -8% | 11%[2.29 µM] | -2.8% | -4% | 20%[2.29 µM]
Cc1ccc(NC(=O)CSc2nccc(=O)[nH]2)c(S(=O)(=O)N2CCOCC2)c1 | -12% | -1% | / | 0% | 0% | -5%[2.29 µM] | 0.8% | 1% | 8%
Cn1c(N)c(C(=O)CSc2nnc(-c3cccs3)n2C2CC2)c(=O)[nH]c1=O | -7% | -2% | -23% | 3% | -6% | 5% | 17% | 3% | 13%
C=CCSc1nc2c(c(=O)n(C)c(=O)n2C)n1CC | -16% | 2% | -1% | 0% | -16% | 1% | 5.4% | 10% | 16%
COC(=O)c1sc(-c2ccc(Cl)cc2)cc1N | -20% | -5% | 11% | ? | -8% | 10%[57.1 µM] | 1.5% | 2% | 4%[57.1 µM]
Cn1c(NC(=O)c2cccc(Cn3cc(Cl)cn3)c2)nc2ccccc21 | 2% | 0% | -8% | 7% | -5% | 33%[activator] | 22% | 1% | 37%[activator]
COc1cc([C@H]2OC[C@H]3[C@@H]2CO[C@@H]3c2ccc(O[C@H]3O[C@H](CO)[C@@H](O)[C@H](O)[C@H]3O)c(OC)c2)ccc1O[C@@H]1O[C@H](CO)[C@@H](O)[C@H](O)[C@H]1O | 5% | 7% | 6% | -1% | -5% | -5% | / | 2%[38.3 µM] | -1%
O=C(CSc1nnc(-c2cccs2)n1-c1ccccc1)Nc1ccccc1 | -10% | 0% | 15% | 414%[activator] | -7% | -4%[11.4 µM] | ? | -1% | 9%[11.4 µM]

Quoted at random: 4 compounds from above.
SMILES | RGS4 inh | Vif-A3G inh | Vif-A3F inh | 12-LOX inh | USP1-UAF1 inh | TrxR1 substrate | RXFP1 ag | IDH1 R132H inh | TrxR1 inh
Cc1ccc(NC(=O)CSc2nccc(=O)[nH]2)c(S(=O)(=O)N2CCOCC2)c1 | -12% | -1% | / | 0% | 0% | -5%[2.29 µM] | 0.8% | 1% | 8%
COc1ccc(C(C[N+](=O)[O-])c2c(C)cc3ccccn23)c(OC)c1 (stereo not given) | -39% | ? | -12% | ? | -7% | 9%[57.1 µM] | 1.7% | 4% | -5%[57.1 µM]
O=C(CN1CCCCC1)Nc1nc(-c2ccc(F)c(F)c2)cs1 | -2% | 1% | 12% | 1% | -1% | -5% | 0.9% | 2% | 13%
CCc1nnc(NC(=O)CSc2nnc(C(C)NC(=O)c3ccccc3F)n2C)s1 (stereo not given) | -27% | -3% | -2% | 13% | -17% | -5%[57.1 µM] | 0.0% | -6% | 16%[57.1 µM]

Following part
SMILES | RGS4 inh | Vif-A3G inh | Vif-A3F inh | 12-LOX inh | USP1-UAF1 inh | TrxR1 substrate | RXFP1 ag | IDH1 R132H inh | TrxR1 inh
CCCCNC(=O)C1CCCN1S(=O)(=O)c1cccc2nsnc12 (stereo not given) | 14% | 0% | 0% | -21% | -1% | -4% | 4.3% | 2% | 11%
CCN1CCN(c2c(C(=O)c3ccc(OC)cc3)cnc3ccccc23)CC1 | 1% | 2% | 1% | -48% | -22% | -3% | 7.2% | -2% | 13%
O=C(NNC(=O)c1ccccc1Cl)c1ccco1 | -10% | -8% | 18% | 12% | -15% | -3% | 0.3% | -1% | 9%
O=C(N1CCN(c2ccccc2)CC1)C(F)(F)C(F)F | 1% | 1% | -9% | 17% | -16% | 3%[57.1 µM] | 0.2% | 2% | -2%[57.1 µM]
CCN(CC)S(=O)(=O)c1cccc(C(=O)N[C@H](C(=O)O)C(C)C)c1 | 2% | 4% | -8% | -11% | -17% | -8% | 0.2% | 4% | -12%
COc1ccc([C@H]2CC(=O)C=C(c3ccc(C(=O)O)cc3)C2)cc1OC | -9% | 2% | 1% | -14% | -26% | -5%[57.1 µM] | 0.4% | 8% | 10%[57.1 µM]
Cc1cnnc2c1-c1nonc1CC2 | 3% | 2% | 8% | 0% | -12% | -5% | -2.3% | 1% | -4%
Cc1nn(C)c(N)c1-c1ccccc1 | 15% | 4% | -12% | 0% | -17% | 5% | 1.0% | 7% | 27%
O=C(c1cccc(O)c1)N1CCN(C(=O)C2CC2)CC1 | 19% | -3% | -1% | 6% | -6% | -6% | / | 6% | -2%
COc1ccc(C(=O)Nc2c(-c3ccccc3)nc3ccccn23)c(OC)c1 | -32% | -5% | 3% | 0% | -15% | 10% | -0.9% | 0% | 16%
O=C(COC(=O)Cc1ccc(F)cc1)NC(=O)c1ccccc1 | -10% | 2% | 2% | -20% | -22% | -7% | 0.5% | -1% | -5%
COc1ccccc1N1CCN(C(=O)CSc2nnc3c4ccccc4n(CC(=O)O)c3n2)CC1 | -12% | -2% | 1% | -11% | -18% | -10% | 0.6% | 4% | -33%
Cc1ccc(NC(=O)COC(=O)/C(=C/c2cccs2)c2cccs2)cc1S(=O)(=O)N(C)C | -10% | 4% | -5% | -18% | -10% | -14% | 2.2% | 1% | -3%
Cc1ccc(NC(=O)N2CCCC2C(=O)NCc2ccccc2Cl)cc1 (stereo not given) | -9% | 2% | 11% | 3% | -21% | 3% | -2.4% | -6% | 22%
COC(=O)CC1C(=O)NCCN1C(=O)CSc1nnc(Nc2ccc(C)cc2)s1 (stereo not given) | 15% | 1% | 9% | 0% | -10% | -11% | 0.1% | 4% | -12%
O=C(Oc1ccc2[nH]cc(CCN3C(=O)c4ccccc4C3=O)c2c1)c1ccco1 | -3% | 1% | -7% | -3%[57.4 µM] | -4% | 3% | -1.7% | 4% | 17%
O=C(Nc1nnc(SCC(=O)N2CCOCC2)s1)C1CC(=O)N(c2ccccc2)C1 (stereo not given) | 1% | -2% | 0% | -10% | -8% | -9% | -0.7% | -2% | 2%
Cc1cccc(C)c1N1C(=O)C(Cl)=C(N2CCCC2)C1=O | 12% | -6% | 4% | 1% | -10% | -13% | 0.8% | -3% | -10%
CC(C)CC(=O)Nc1ccc2nn(-c3ccccc3)nc2c1 | 5% | -5% | 0% | 3% | -13% | 80%[activator] | -1.3% | -2% | 26%
